Growth percent in the NCI-60 one-dose screen (48 h, 10 µM unless noted): 100 = growth as untreated, 0 = no growth, -100 = all killed.
SF-295 = SF-295 CNS cancer cells; AID 1794758; 79,000 compounds, 5.6% hits
SNB-19 = SNB-19 CNS cancer cells | 81,000 compounds, 2.5% hits
U251 = U251 CNS tumor cells; 80,000 compounds, 5.4% hits; AID 1794753
A498 = A498 renal cancer cells; 76,000 compounds, 5.4% hits
SF-539 = SF-539 CNS cancer. AID 1794752. 81,000 compounds, 6.8% hits
SF-268 = SF-268 CNS cancer cells. 82,000 compounds, 3.1% hits
CAKI-1 = CAKI-1 renal cancer; AID 1794772; 75,000 compounds, 4.7% hits
SNB-75 = SNB-75 CNS cancer. 79,000 compounds, 5% hits
NCI-H23 = NCI-H23 lung cancer. 80,000 compounds, 4% hits. AID 1794731
* hit, by the source's call; & = joins results of further samples. How the source made its calls: active means growth percent below 10; inactive means the rest.

For CC1CC(=O)CC(C)(C#N)C1 (stereo not given) the results were SF-295 72, SNB-19 103, U251 51, A498 98, SF-539 110, SF-268 103, CAKI-1 90, SNB-75 106 and NCI-H23 104.
For CCN(CC)CCOc1ccc(/C(=C(\C)Cc2ccc(OC)cc2)c2ccc(O)cc2)cc1 the results were SF-295 -25*, SNB-19 27, U251 -30*, A498 93, SF-539 -51*, SF-268 48, CAKI-1 -21*, SNB-75 25 and NCI-H23 59.
For Brc1ccc(-c2cc(-n3nnnc3-c3ccccc3)no2)cc1 the results were SF-295 110, SNB-19 103, U251 105, SF-539 104, SF-268 98, CAKI-1 103, SNB-75 99 and NCI-H23 105.
COc1ccc(OC)c2c1nnc1c3cccnc3c(C#N)n12 was read as SF-295 123, SNB-19 100, U251 98, A498 103, SF-539 100, SF-268 93, CAKI-1 116 and NCI-H23 101.
CC1(C)CC[C@]2(CO)CC[C@]3(C)C(=CC[C@@H]4[C@@]5(C)C[C@H](O)CC(C)(C)[C@@H]5CC[C@]43C)[C@@H]2C1 was read as SF-295 105, SNB-19 105, U251 96, A498 126, SF-539 95, SF-268 102, CAKI-1 88, SNB-75 103 and NCI-H23 105.
For CC(C)C1NC2=C(CCCC2)C(C#N)(C#N)C1(C#N)C#N (stereo not given) the results were SNB-19 93, U251 94, A498 93, SF-539 98, SF-268 92, SNB-75 82 and NCI-H23 94.
For C=CCO[C@H]1CO[C@H]2[C@@H]1OC[C@@H]2Oc1ccc(Nc2ccnc(Nc3ccc(O[C@H]4CO[C@H]5[C@@H]4OC[C@@H]5OCC=C)c(Cl)c3)n2)cc1Cl the results were SF-295 -78*, SNB-19 -90*, U251 -60*, A498 96, SF-539 -88*, SF-268 -62*, CAKI-1 -7.2*, SNB-75 0.1* and NCI-H23 -48*.
For CN1CCN(c2ccc(NC(=O)c3cncnc3Nc3ccc(OCc4cccc(F)c4)c(Cl)c3)cc2)CC1 the results were SF-295 100, SNB-19 84, U251 47, A498 71, SF-539 43, SF-268 79, CAKI-1 81, SNB-75 68 and NCI-H23 78.
Screening COc1cc(CNC(=O)CCCC/C=C/C(C)C)ccc1OCc1cn(-c2ccc([N+](=O)[O-])cc2)nn1 returned SF-295 89, SNB-19 97, U251 86, A498 82, SF-539 104, SF-268 86, CAKI-1 97, SNB-75 84 and NCI-H23 83.
For Cc1cc2n(n1)C(C(C)C)C(C(=O)c1cc(F)ccc1O)=CN2 (stereo not given) the results were SF-295 94, SNB-19 99, U251 99, A498 100, SF-539 92, SF-268 95, SNB-75 80 and NCI-H23 97.
Screening Cc1cc(O)cc(C)c1N=O returned SNB-19 109, U251 89, A498 121, SF-539 115, SF-268 115, CAKI-1 110, SNB-75 113 and NCI-H23 99.
`C=C1CCC2C3(C)COC(c4ccc(OC)cc4Br)OC3CCC2(C)C1/C=C/C1=CCOC1=O` (stereo not given) gave SF-295 61, SNB-19 97, U251 75, A498 72, SF-268 89, CAKI-1 74, SNB-75 82 and NCI-H23 53.

The final two entries of the section before are carried over, then new ones follow:
Screening Cc1cc(O)cc(C)c1N=O returned SNB-19 109, U251 89, A498 121, SF-539 115, SF-268 115, CAKI-1 110, SNB-75 113 and NCI-H23 99.
`C=C1CCC2C3(C)COC(c4ccc(OC)cc4Br)OC3CCC2(C)C1/C=C/C1=CCOC1=O` (stereo not given) gave SF-295 61, SNB-19 97, U251 75, A498 72, SF-268 89, CAKI-1 74, SNB-75 82 and NCI-H23 53.
`CC(C)c1ccc(S(=O)(=O)NC(=O)NC2CCCC2)cc1` gave SF-295 98, SNB-19 100, U251 101, A498 102, SF-539 96, SF-268 101, CAKI-1 97, SNB-75 101 and NCI-H23 101.
Screening BrC1[C@H](c2c[nH]c3ccccc23)c2c([nH]c3ccccc23)[C@H]1c1c[nH]c2ccccc12 (stereo not given in full) returned SF-295 85, SNB-19 94, U251 83, SF-539 95, SF-268 68, CAKI-1 75, SNB-75 66 and NCI-H23 80.
For CC1=C(C(=O)c2ccccc2)C(c2ccc3c(c2)OCO3)NC(=S)N1 (stereo not given) the results were SF-295 51, SNB-19 64, U251 38, A498 -12*, SF-539 36, SF-268 76, CAKI-1 36, SNB-75 -1.4* and NCI-H23 48.
Screening Cc1nn(-c2ccc(C#N)cc2)c2nc3c(nc12)C(=O)C(=O)c1ccccc1-3 returned SF-295 92, SNB-19 100, U251 86, A498 89, SF-268 104, CAKI-1 103, SNB-75 100 and NCI-H23 96.
Screening Cc1ccc2ccccc2c1Nc1ccc(Nc2c(C)ccc3ccccc23)c2c1C(=O)c1ccccc1C2=O returned SNB-19 107, U251 109, A498 126, SF-539 102, SF-268 104, CAKI-1 88, SNB-75 102 and NCI-H23 101.
Screening O=C(Nc1cccc(Cl)c1)OCCOCCOC(=O)Nc1cccc(Cl)c1 returned SF-295 71, SNB-19 113, U251 86, A498 100, SF-539 110, SF-268 87, CAKI-1 75 and NCI-H23 92.
`Fc1ccc(Nc2nc(Nc3ccc(-c4nc5ccccc5[nH]4)cc3)nc(N3CCCC3)n2)cc1` gave SF-295 91, SNB-19 103, U251 56, A498 75, SF-539 82, SF-268 91, CAKI-1 88, SNB-75 65 and NCI-H23 75.
`CCCCCC(N)=O` gave SNB-19 105, U251 96, A498 113, SF-539 104, SF-268 108, CAKI-1 98, SNB-75 81 and NCI-H23 107.
`C=CCOC(=O)C1=C(C)NC2=C(C(=O)CC(C)(C)C2)C1CCC` (stereo not given) gave SF-295 96, SNB-19 94, U251 93, A498 85, SF-539 99, SF-268 96, CAKI-1 81, SNB-75 99 and NCI-H23 98.
For O=S(=O)(O)c1ccc(N=NN2CN(N=Nc3ccc(S(=O)(=O)O)cc3)C3CCCCCC2N3N=Nc2ccc(S(=O)(=O)O)cc2)cc1 the results were SF-295 118, U251 102, A498 98, SF-268 106, CAKI-1 103, SNB-75 82 and NCI-H23 104.
For S=c1cc(-c2ccccc2)[nH]c2ccccc12 the results were SF-295 99, SNB-19 100, U251 106, A498 91, SF-539 99, SF-268 97, CAKI-1 91, SNB-75 82 and NCI-H23 102.
For O=C(Nc1ccc(Cl)cn1)c1cccc(N2C(=O)/C(=C/c3cccc(F)c3)SC2=S)c1 the results were SF-295 100, SNB-19 95, U251 103, A498 65, SF-539 101, SF-268 96, CAKI-1 89, SNB-75 78 and NCI-H23 96.

Part of the list above in order of heavy-atom count, low to high.
`CCCCCC(N)=O` gave SNB-19 105, U251 96, A498 113, SF-539 104, SF-268 108, CAKI-1 98, SNB-75 81 and NCI-H23 107.
For S=c1cc(-c2ccccc2)[nH]c2ccccc12 the results were SF-295 99, SNB-19 100, U251 106, A498 91, SF-539 99, SF-268 97, CAKI-1 91, SNB-75 82 and NCI-H23 102.
For CC1=C(C(=O)c2ccccc2)C(c2ccc3c(c2)OCO3)NC(=S)N1 (stereo not given) the results were SF-295 51, SNB-19 64, U251 38, A498 -12*, SF-539 36, SF-268 76, CAKI-1 36, SNB-75 -1.4* and NCI-H23 48.
Screening BrC1[C@H](c2c[nH]c3ccccc23)c2c([nH]c3ccccc23)[C@H]1c1c[nH]c2ccccc12 (stereo not given in full) returned SF-295 85, SNB-19 94, U251 83, SF-539 95, SF-268 68, CAKI-1 75, SNB-75 66 and NCI-H23 80.

Continuation:
Screening NC1=CCNN1 returned SF-295 115, SNB-19 99, U251 104, SF-539 102, SF-268 88, CAKI-1 97, SNB-75 94 and NCI-H23 100.
For Cc1cc(N2CCOCC2)nc(-n2cnc3c(N)nc(N)nc32)n1 the results were SF-295 92, SNB-19 98, U251 94, A498 64, SF-539 96, SF-268 81, CAKI-1 98, SNB-75 66 and NCI-H23 94.
For Cc1ccc(N(C(=O)CCc2c[nH]c3ccccc23)[C@H](C(=O)Nc2ccc(Cl)cc2)c2cccc([N+](=O)[O-])c2)cc1 the results were SF-295 105, SNB-19 92, U251 78, A498 59, SF-539 90, SF-268 71, CAKI-1 81, SNB-75 84 and NCI-H23 93.
For CCN(c1cc(-c2ccc(CN3CCN(C(=O)CCCCCCCCCC(=O)N[C@H](C(=O)N4C[C@H](O)C[C@H]4C(=O)NCc4ccc(-c5scnc5C)cc4)C(C)(C)C)CC3)cc2)cc(C(=O)NCc2c(C)cc(C)[nH]c2=O)c1C)C1CCOCC1 the results were SF-295 105, SNB-19 100, U251 101, A498 173, SF-539 99, SF-268 96, CAKI-1 76, SNB-75 82 and NCI-H23 115.
`C/C(N)=N/S(=O)(=O)c1ccc(N)cc1` gave SF-295 97, SNB-19 104, U251 94, A498 117, SF-539 100, SF-268 102, CAKI-1 98, SNB-75 96 and NCI-H23 101.
Screening Cc1c(Cl)cccc1NCN1C(=O)c2ccccc2C1=O returned SF-295 102, SNB-19 110, U251 95, A498 101, SF-539 102, SF-268 107, CAKI-1 94, SNB-75 94 and NCI-H23 102.
`C=CCn1cc(-c2nc3ccccc3s2)c2cc(-c3ccc4c5c(cccc35)C(=O)N(CCN)C4=O)ccc21` gave SF-295 96, SNB-19 99, U251 102, A498 100, SF-539 97, SF-268 95, CAKI-1 87, SNB-75 90 and NCI-H23 103.
Screening Cc1[nH]c(C(=O)Nc2cccc(OC3CCNCC3)c2)c(Cl)c1Cl returned SF-295 59, SNB-19 75, U251 64, A498 25, SF-539 72, SF-268 74, CAKI-1 70, SNB-75 82 and NCI-H23 75.
`CSc1cc(C)[o+]c(C)c1` gave SF-295 98&98, SNB-19 91&108, U251 102&106, A498 105&100, SF-539 102&99, SF-268 104&104, CAKI-1 94, SNB-75 83&83 and NCI-H23 107&93.
`COc1cc(Cn2cc(C(=O)Nc3cccnc3Nc3ccccc3)nn2)cc(OC)c1OC` gave SF-295 94, SNB-19 89, U251 97, A498 94, SF-539 95, SF-268 97, CAKI-1 94, SNB-75 90 and NCI-H23 111.
`O=c1sn(CCCl)c(=O)n1Cc1ccccc1` gave SF-295 99, SNB-19 110, U251 101, A498 102, SF-539 106, SF-268 97, SNB-75 80 and NCI-H23 99.
Screening CC(C)OC(=O)Oc1cccs1 returned SF-295 103, SNB-19 110, U251 105, A498 120, SF-539 101, SF-268 103, CAKI-1 101, SNB-75 97 and NCI-H23 104.
`NS(=O)(=O)c1ccc(NC(=O)Nc2nnc(-c3ccc(Cl)cc3)s2)cc1` gave SF-295 108, SNB-19 108, U251 116, A498 92, SF-539 94, SF-268 106, CAKI-1 100 and NCI-H23 102.
`CC(C)CC(=O)C1C(=O)c2ccccc2C1=O` gave SF-295 115&103, SNB-19 108&94, U251 115&93, A498 111&96, SF-539 109&103, SF-268 97&103, CAKI-1 108&104, SNB-75 85&94 and NCI-H23 115&103.
Cc1ccc(-c2c(C#N)c(N)n(-c3cccc(C(F)(F)F)c3)c(=O)c2C#N)cc1 was read as SF-295 102, SNB-19 89, U251 99, A498 103, SF-539 103, SF-268 105, CAKI-1 92, SNB-75 81 and NCI-H23 98.

High-throughput results (PubChem)
